Source: PubChem (National Center for Advancing Translational Sciences (NCATS))
APE1 inh = qHTS Assay for Inhibitors of the Human Apurinic/apyrimidinic Endonuclease 1 (APE1) | DNA repair nuclease/redox regulator APEX1 (Homo sapiens), P27695 | recombinant APE1, TAMRA/BHQ-2 abasic DNA cleavage fluorescence | Potency, µM (highest dose often 65.8 µM), for the others: at the top dose activity change, negative = inhibition, usual class: inhibitors | 350,000 tested, 0.35% active | AID 2517, 2012;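 further: plate controls were vehicle for no effect and reference inhibitor for full effect; nearly all actives have a fitted effect of over 55% in size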
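Enzyme (0.75 nM final) and test compound are incubated 15 min at room temperature before adding 50 nM quenched THF abasic-site duplex. Cleavage dequenches TAMRA, followed at 525/598 nm over three reads one minute apart.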
G9a inh = qHTS Assay for Inhibitors of Histone Lysine Methyltransferase G9a | G9a H3K9 monomethylation, AlphaScreen, 2 h | Potency, µM (doses to about 102 µM), for the others: top-dose activity, negative = inhibition, most hits filed as inhibitors | 350,000 tested, 8.8% active | AID 504332, 2011; further: on the % scale 0 is the no-effect control and ±100 the full control effect; nearly all actives have a fitted effect of over 75% in size
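Signal arises when biotinylated H3K9 peptide, once monomethylated, bridges streptavidin donor and antibody-captured acceptor beads. Enzyme at 20 nM was preincubated 15 min with test compounds; peptide 500 nM and SAM 20 uM then reacted for 2 h.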
BAZ2B inh = qHTS Assay for Inhibitors of BAZ2B; Bromodomain adjacent to zinc finger domain protein 2B (Homo sapiens), Q9UIF8; AlphaScreen BAZ2B-H3K14Ac peptide displacement; Potency, µM (top dose mostly 114 µM), inactives show at the highest dose activity change, negative = inhibition, most hits filed as inhibitors; 360,000 tested, 4.4% active; further: on the % scale 0 is the no-effect control and ±100 the full control effect; nearly all actives have a fitted effect of over 60% in size
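Protein-peptide AlphaScreen: BAZ2B 50 nM, b-H3K14Ac 50 nM, 1x PBS pH 7.4 + 0.01% Tween-20. Preincubation 30 min RT; cpd 30 min RT (top 110 uM); beads 20 min RT, light-protected.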
POLI inh = qHTS for Inhibitors of Polymerase Iota; DNA polymerase iota (Homo sapiens), Q9UNA4; Pol iota fluorescent replication assay, 10 min; Potency, µM (top dose mostly 115 µM), inactives show at the highest dose activity, negative = inhibition, most hits filed as inhibitors; 390,000 tested, 1% active
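Fluorescent replication assay read twice, at 0 min and 10 min after adding 50 nM (final) substrate. Enzyme (10 nM) and compounds were first incubated 15 min at room temperature; enzyme-free buffer wells were negative controls.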
BLM helicase inh = qHTS Assay for Inhibitors of Bloom's syndrome helicase (BLM). 350,000 tested, 0.2% active. AID 2528, 2010. Potency, µM (doses to about 56.1 µM), for the others: at the top dose activity change, negative = inhibition, actives largely listed as inhibitors. RecQ-like DNA helicase BLM (Homo sapiens), P54132. recombinant BLM DNA unwinding, fluorescence dequenching;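 further: plate controls were vehicle for no effect and no enzyme for full effect; nearly all actives have a fitted effect of over 35% in size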
Target sequence (P54132 whole entry, looked up): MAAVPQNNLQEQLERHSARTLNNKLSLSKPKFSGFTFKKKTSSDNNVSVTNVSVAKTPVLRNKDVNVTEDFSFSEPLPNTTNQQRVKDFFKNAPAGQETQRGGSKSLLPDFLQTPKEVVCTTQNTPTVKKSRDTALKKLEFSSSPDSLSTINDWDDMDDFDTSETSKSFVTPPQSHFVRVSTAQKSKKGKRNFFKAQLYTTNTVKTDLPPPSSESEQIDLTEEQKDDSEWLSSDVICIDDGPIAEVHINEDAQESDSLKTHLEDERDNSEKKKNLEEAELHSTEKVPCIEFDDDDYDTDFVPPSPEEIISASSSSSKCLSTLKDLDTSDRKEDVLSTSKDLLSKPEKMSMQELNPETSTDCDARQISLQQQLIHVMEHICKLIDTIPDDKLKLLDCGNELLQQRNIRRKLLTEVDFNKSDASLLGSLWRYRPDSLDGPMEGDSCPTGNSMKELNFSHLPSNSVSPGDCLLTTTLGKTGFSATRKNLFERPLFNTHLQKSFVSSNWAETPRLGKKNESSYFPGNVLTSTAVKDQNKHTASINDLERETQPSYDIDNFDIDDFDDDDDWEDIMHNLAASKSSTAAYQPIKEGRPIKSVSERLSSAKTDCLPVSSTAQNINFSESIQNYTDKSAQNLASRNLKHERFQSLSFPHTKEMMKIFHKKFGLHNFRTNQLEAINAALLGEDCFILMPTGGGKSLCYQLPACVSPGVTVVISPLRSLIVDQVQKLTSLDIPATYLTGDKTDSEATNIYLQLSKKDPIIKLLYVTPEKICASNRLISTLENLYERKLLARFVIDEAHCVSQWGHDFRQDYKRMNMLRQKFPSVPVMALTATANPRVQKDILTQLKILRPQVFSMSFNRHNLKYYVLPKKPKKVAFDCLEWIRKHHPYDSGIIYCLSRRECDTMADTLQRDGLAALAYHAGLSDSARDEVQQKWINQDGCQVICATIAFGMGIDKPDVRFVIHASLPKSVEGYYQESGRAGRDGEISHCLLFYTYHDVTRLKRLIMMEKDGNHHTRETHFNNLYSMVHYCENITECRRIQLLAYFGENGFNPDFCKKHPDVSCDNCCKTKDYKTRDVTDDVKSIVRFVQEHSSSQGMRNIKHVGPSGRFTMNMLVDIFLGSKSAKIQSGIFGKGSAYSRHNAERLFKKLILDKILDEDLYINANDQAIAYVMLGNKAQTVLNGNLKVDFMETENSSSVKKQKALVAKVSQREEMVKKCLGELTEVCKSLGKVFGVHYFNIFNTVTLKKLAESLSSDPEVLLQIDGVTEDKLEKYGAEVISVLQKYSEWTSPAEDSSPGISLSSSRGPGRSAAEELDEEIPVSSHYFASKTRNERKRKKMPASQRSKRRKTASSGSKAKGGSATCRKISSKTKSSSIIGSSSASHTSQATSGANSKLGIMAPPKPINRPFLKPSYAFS
POLH inh = qHTS for Inhibitors of Polymerase Eta; AID 588591, 2011; Potency, µM (top dose mostly 114 µM), for the others: at the top dose activity change, negative = inhibition, actives largely listed as inhibitors; recombinant Pol eta, fluorescent DNA replication assay; 390,000 tested, 1.2% active; DNA polymerase eta (Homo sapiens), Q9Y253; further: on the % scale 0 is the no-effect control and ±100 the full control effect
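Fluorescent replication assay: 50 nM final substrate added after a 15 min room-temperature compound preincubation with 10 nM enzyme. Signal taken at 0 min and again at 10 min.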
JMJD2A Tudor inh = qHTS Assay for Inhibitors of JMJD2A-Tudor Domain; AlphaScreen JMJD2A-Tudor / H3K4me3 peptide binding; Potency, µM (doses to about 114 µM), for inactives: top-dose activity change, negative = inhibition, most hits filed as inhibitors; 390,000 tested, 4.4% active; AID 504339, 2011; further: on the % scale 0 is the no-effect control and ±100 the full control effect; nearly all actives have a fitted effect of over 50% in size
Pol beta inh = qHTS Assay for Inhibitors of DNA Polymerase Beta | Pol beta primer extension/strand displacement, fluorescence kinetic | Potency, µM (highest dose often 114 µM), for inactives: at the top dose activity change, negative = inhibition, most hits filed as inhibitors | AID 485314, 2010 | 340,000 tested, 1.3% active; further: on the % scale 0 is the no-effect control and ±100 the full control effect
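Curves were derived by four-parameter Hill fits of normalized qHTS data. The kinetic fluorescent primer-extension read was taken at 0 and 10 min after 50 nM substrate, following a 15 min room-temperature preincubation of 10 nM enzyme with compounds.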
Pol kappa inh = qHTS for Inhibitors of Polymerase Kappa; Potency, µM (series often up to 107 µM), without a hit: at the top dose activity, negative = inhibition, hits mostly inhibitors; purified Pol kappa, fluorescent DNA synthesis assay, 10 min; 400,000 tested, 0.53% active; further: on the % scale 0 is the no-effect control and ±100 the full control effect
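10 nM Pol kappa preincubated 15 min at room temperature with compounds, then reaction started with substrate at 50 nM final. Fluorescence read kinetically at 0 and 10 min; buffer-only wells served as negative control.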
An asterisk follows results filed as active; [ ] = dose if it differs, or a comment. The call rests on the fitted dose curve; in most records, active means well fitted curve in the direction sought with a large enough effect; inconclusive means small, poorly fitted or top-dose-only effect, or another doubt; inactive means no such curve, though single readings can be large; an effect the other way counts as inactive or inconclusive. Potency means the concentration at half of the fitted maximal effect. Not all compounds are listed; the hit share may differ from the screen's.

For CC(C)(C)NC(=O)CSc1nnc(Cc2ccc3c(c2)OCO3)n1C1CCCCC1 the results were APE1 inh 2%, G9a inh 9%, BAZ2B inh -7%, POLI inh 20%, BLM helicase inh -2%, POLH inh -1%, JMJD2A Tudor inh -2%, Pol beta inh 46% and Pol kappa inh -2%.
Screening CCn1c(=O)c2cc(C(=O)NCCC(C)C)sc2c2ccccc21 returned APE1 inh -10%, G9a inh 31%, BAZ2B inh 6%, POLI inh 25%, BLM helicase inh -2%, POLH inh -7%, JMJD2A Tudor inh 2%, Pol beta inh 33% and Pol kappa inh 7%.
`CCC(=O)Nc1cc(-c2nnc(OC)c3ccccc23)ccc1N1CCOCC1` gave APE1 inh -1%, G9a inh 4%, BAZ2B inh -3%, POLI inh -6%, BLM helicase inh 2%, POLH inh -15%, JMJD2A Tudor inh inconclusive, Pol beta inh 2% and Pol kappa inh -5%.
Screening COCCn1c(=S)[nH]c2cc(C(=O)NCCc3ccccc3)ccc2c1=O returned APE1 inh 49%[activator], G9a inh inconclusive, BAZ2B inh -4%, POLI inh 45%[activator], BLM helicase inh 0%, POLH inh -10%, JMJD2A Tudor inh -10%, Pol beta inh 1% and Pol kappa inh -3%.
Screening O=C(COC(=O)CNC(=O)C1CCCCC1)Nc1ccc(Cl)cc1F returned APE1 inh -1%, G9a inh 9%, BAZ2B inh -2%, POLI inh 83%[activator], BLM helicase inh -5%, POLH inh -18%, JMJD2A Tudor inh -6%, Pol beta inh 2% and Pol kappa inh 3%.
Screening Cn1c2ccccc2c2nnc(NN)nc21 returned APE1 inh inconclusive, BAZ2B inh inconclusive, POLI inh inconclusive, BLM helicase inh -10%, POLH inh inconclusive, JMJD2A Tudor inh -33%, Pol beta inh 93% and Pol kappa inh -19%.
Cc1ccc(S(=O)(=O)N2CCN(C(=O)CSc3nc4ccccc4c(=O)[nH]3)CC2)c(C)c1 was read as APE1 inh 1%, G9a inh inconclusive, BAZ2B inh 31%[activator], POLI inh 13%, BLM helicase inh 3%, POLH inh -9%, JMJD2A Tudor inh inconclusive, Pol beta inh 5% and Pol kappa inh 2%.
Screening O=C(CCNC(=O)C1CCN(S(=O)(=O)c2ccccc2)CC1)NCc1cccc(Cl)c1 returned APE1 inh 2%, G9a inh 17%[0.501 µM], BAZ2B inh -7%, POLI inh -1%, BLM helicase inh 0%, POLH inh -14%, JMJD2A Tudor inh 14%, Pol beta inh 8% and Pol kappa inh 2%.
`CCOc1ccccc1OCC(=O)Nc1nc2ccccc2[nH]1` gave APE1 inh -2%, G9a inh 30%, BAZ2B inh -35%, POLI inh 104%[activator], BLM helicase inh -4%, POLH inh -2%, JMJD2A Tudor inh -29%, Pol beta inh 2% and Pol kappa inh 4%.
For CCCc1nnc(SCC(=O)Nc2ccccc2F)o1 the results were APE1 inh 38%[activator], G9a inh 1%, BAZ2B inh 0%, POLI inh 103%[activator], BLM helicase inh -9%, POLH inh -13%, JMJD2A Tudor inh 3%, Pol beta inh 0% and Pol kappa inh 4%.
`CCN1CCN(c2nc3ccccc3nc2NS(=O)(=O)c2ccc(NC(C)=O)cc2)CC1` gave APE1 inh 12%, G9a inh 4%, BAZ2B inh -18%, POLI inh 6%, BLM helicase inh -1%, POLH inh -4%, JMJD2A Tudor inh -5%, Pol beta inh 18% and Pol kappa inh -17%.
For CN1C(=O)c2ccccc2C(C(=O)O)C1c1cn(C)c2ccccc12 (stereo not given) the results were APE1 inh 1%, G9a inh -14%, BAZ2B inh 0%[57.1 µM], POLI inh 15%, BLM helicase inh -4%, POLH inh -14%, JMJD2A Tudor inh 45µM*, Pol beta inh inconclusive and Pol kappa inh 3%.
For OCCCn1c(-c2ccccc2)n[nH]c1=S the results were APE1 inh 4%, G9a inh 7.9µM*, BAZ2B inh -3%, POLI inh 37%[activator], BLM helicase inh -14%, POLH inh -5%, JMJD2A Tudor inh 28µM*, Pol beta inh 13% and Pol kappa inh -7%.
COCc1ccc(C(=O)N2CCCC(Nc3ccc(C(C)C)cc3)C2)o1 (stereo not given) was read as APE1 inh 2%, G9a inh 45µM*, BAZ2B inh inconclusive, POLI inh -3%, BLM helicase inh -3%, POLH inh -21%, JMJD2A Tudor inh -34%, Pol beta inh 17% and Pol kappa inh -3%.
For O=C1c2ccccc2CN1CCNC(=S)NC1CCCCC1 the results were APE1 inh inconclusive, G9a inh -37%, BAZ2B inh 5%, POLI inh 138%[activator], BLM helicase inh -1%, POLH inh -19%, JMJD2A Tudor inh -10%, Pol beta inh 1% and Pol kappa inh -2%.
`Cc1ccc(/C=N/NC(=O)CSc2nc3ccccc3n2C)s1` gave APE1 inh -4%, G9a inh 4%, BAZ2B inh 4%[57.1 µM], POLI inh 12%, BLM helicase inh -3%, POLH inh -1%, JMJD2A Tudor inh -21%, Pol beta inh 4% and Pol kappa inh -15%.
For CCN1C(=O)C(=O)N(CC(=O)NC(C)CCc2ccccc2)C1=O (stereo not given) the results were APE1 inh 13%, G9a inh -3%[12.7 µM], BAZ2B inh 8%, POLI inh 30%[activator], POLH inh -26%, JMJD2A Tudor inh -14% and Pol kappa inh -3%.
For Cc1ccc(N2C(=O)c3cccc([N+](=O)[O-])c3C2=O)cc1C the results were APE1 inh 16%, BAZ2B inh inconclusive, POLI inh 30%, BLM helicase inh 4%, POLH inh -3%, JMJD2A Tudor inh -9%, Pol beta inh 43% and Pol kappa inh -9%.
For COc1ccc(-n2c(=O)c(-c3cccs3)nc3cnc(Nc4cccc(OC)c4)nc32)cc1 the results were APE1 inh -3%, G9a inh -1%[12.7 µM], BLM helicase inh -6% and Pol kappa inh 4%[60.1 µM].
Screening Cc1csc2nc(CN3CCN(CC(=O)N(C)C)CC3)cc(=O)n12 returned APE1 inh 18%, G9a inh 45µM*, BAZ2B inh 8%, POLI inh -14%, BLM helicase inh 1%, POLH inh -14%, JMJD2A Tudor inh 1%, Pol beta inh 20% and Pol kappa inh 9%.

Part of the list above in order of number of heavy atoms, smallest number first.
For CCCc1nnc(SCC(=O)Nc2ccccc2F)o1 the results were APE1 inh 38%[activator], G9a inh 1%, BAZ2B inh 0%, POLI inh 103%[activator], BLM helicase inh -9%, POLH inh -13%, JMJD2A Tudor inh 3%, Pol beta inh 0% and Pol kappa inh 4%.
For O=C1c2ccccc2CN1CCNC(=S)NC1CCCCC1 the results were APE1 inh inconclusive, G9a inh -37%, BAZ2B inh 5%, POLI inh 138%[activator], BLM helicase inh -1%, POLH inh -19%, JMJD2A Tudor inh -10%, Pol beta inh 1% and Pol kappa inh -2%.
Cc1ccc(S(=O)(=O)N2CCN(C(=O)CSc3nc4ccccc4c(=O)[nH]3)CC2)c(C)c1 was read as APE1 inh 1%, G9a inh inconclusive, BAZ2B inh 31%[activator], POLI inh 13%, BLM helicase inh 3%, POLH inh -9%, JMJD2A Tudor inh inconclusive, Pol beta inh 5% and Pol kappa inh 2%.

Next part.
`CC1(C)Cc2ccccc2C(c2cc3ccccc3oc2=O)=N1` gave APE1 inh 4%, G9a inh 23%[59 µM], BAZ2B inh 6%, POLI inh 11%, BLM helicase inh 1%, POLH inh -20%, JMJD2A Tudor inh -7%, Pol beta inh 6% and Pol kappa inh 2%.
For CCOc1ccc(N=CC2=C(O)CC(c3ccco3)CC2=O)cc1 (stereo not given) the results were APE1 inh 0%, G9a inh 4%[59 µM], BAZ2B inh -1%, POLI inh 23%, BLM helicase inh -3%, POLH inh -14%, JMJD2A Tudor inh -10%, Pol beta inh -19% and Pol kappa inh -10%.
`CCOC(=O)c1cnc2c(C(=O)OCC)cnn2c1N` gave APE1 inh -3%, BAZ2B inh 0%, POLI inh 4%[58.9 µM], BLM helicase inh -18%, POLH inh -14%, JMJD2A Tudor inh -6%, Pol beta inh -1% and Pol kappa inh -13%.
`Cc1c(C(c2cc(O)ccc2Cl)c2c(C)n(C)n(-c3ccccc3)c2=O)c(=O)n(-c2ccccc2)n1C` gave POLI inh inconclusive, POLH inh 3%, JMJD2A Tudor inh -15% and Pol kappa inh -2%.
For CCNc1nc(NC(C)C)nc(OCC)n1 the results were APE1 inh -4%, G9a inh -17%, BAZ2B inh 7%, POLI inh 12%, BLM helicase inh -1%, POLH inh -8%, JMJD2A Tudor inh 1%, Pol beta inh 16% and Pol kappa inh -7%.
`CCOC(=O)c1oc2nc3c(cc2c1N)CCCC3` gave APE1 inh 11%, BAZ2B inh -3%, POLI inh 72%[activator], BLM helicase inh -2%, POLH inh -25%, JMJD2A Tudor inh 0%, Pol beta inh 7% and Pol kappa inh -3%.
`COc1ccc(-n2c(C)nc3cc(C(=O)NC4CCCC4)ccc32)cc1` gave G9a inh -19%[59 µM], BAZ2B inh -8%, POLI inh inconclusive, BLM helicase inh 0%, POLH inh -2%, JMJD2A Tudor inh 7%, Pol beta inh 10% and Pol kappa inh -12%[60.1 µM].
For Cc1cc(Nc2ccccc2)c2c([N+](=O)[O-])c(C)cc(C)c2n1 the results were APE1 inh 3%, G9a inh 22µM*, BAZ2B inh 32µM*, POLI inh 10%, BLM helicase inh -5%, POLH inh -24%, JMJD2A Tudor inh 25µM*, Pol beta inh 0% and Pol kappa inh -8%.
For COC(=O)C1C(c2ccc(Br)cc2)Nc2nnc(C(F)(F)F)n2C1(C)O (stereo not given) the results were APE1 inh -2%, G9a inh 7%, BAZ2B inh -14%, POLI inh 21%, BLM helicase inh 1%, POLH inh 2%, JMJD2A Tudor inh -17%, Pol beta inh -3% and Pol kappa inh -16%.
Screening COc1ccc(CC(=O)OC(C)C(=O)Nc2ccc(Cl)cn2)cc1 (stereo not given) returned APE1 inh -16%, G9a inh 19%[12.7 µM], BAZ2B inh 2%, POLI inh 23%, POLH inh -27%, JMJD2A Tudor inh 0% and Pol kappa inh -5%.
CC1=CC(C)(C)NC(=S)N1c1ccc([N+](=O)[O-])cc1 was read as POLI inh 2%, POLH inh -13%, JMJD2A Tudor inh -6% and Pol kappa inh -5%.
